High-throughput results (PubChem)
PLCg1 inh: blocks human PLC-gamma1 enzyme activity; P19174; purified PLC-gamma1, fluorogenic substrate, fluorescence; inhibition, % at 12.2 µM; actives 0.84% (n = 370,000); AID 720700; in the data active = inhibition above about 9.5%
ADAM10 inh: ADAM10 inhibition, QFRET primary screen. O14672. recombinant ADAM10, EDANS/DABCYL FRET peptide cleavage, 3 h. inhibition, % at 7 µM. actives 0.62% (n = 370,000);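 active = inhibition above a per-campaign cutoff equal to the mean of compounds falling between control-based bounds plus 3 SD, cut at about 20% in these data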;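 note: 0% = DMSO wells while the 100% control is not disclosed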
Target sequence (O14672 214-748 limits assumed): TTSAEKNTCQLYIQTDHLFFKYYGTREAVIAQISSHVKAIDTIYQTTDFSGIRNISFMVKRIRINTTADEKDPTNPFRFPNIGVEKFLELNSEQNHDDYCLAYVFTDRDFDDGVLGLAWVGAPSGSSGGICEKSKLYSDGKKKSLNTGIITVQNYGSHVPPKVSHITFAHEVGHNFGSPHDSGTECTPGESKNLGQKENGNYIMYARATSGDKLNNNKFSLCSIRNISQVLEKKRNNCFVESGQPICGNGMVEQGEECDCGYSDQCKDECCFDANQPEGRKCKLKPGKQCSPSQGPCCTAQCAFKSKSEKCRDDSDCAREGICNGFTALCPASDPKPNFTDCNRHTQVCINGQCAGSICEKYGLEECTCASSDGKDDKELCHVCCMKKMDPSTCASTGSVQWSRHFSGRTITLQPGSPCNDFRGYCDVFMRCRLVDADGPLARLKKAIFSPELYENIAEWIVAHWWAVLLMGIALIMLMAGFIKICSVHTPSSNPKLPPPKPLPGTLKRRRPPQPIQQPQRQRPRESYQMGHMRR
ASAP1 GAP inh: inhibitors of human ASAP1 ArfGAP activity | Q9ULH1 | ASAP1-stimulated ARF1 GTP hydrolysis, GDP FP detection | inhibition, % at 16.5 µM | actives 0.19% (n = 360,000); in the data active = inhibition above about 25%;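 note: 0% = vehicle with enzyme and substrate and 100% = no enzyme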
SIAE primary: human SIAE inhibition, primary screen; Q9HAT2; SIAE FP-Rh probe binding, fluorescence polarization; inhibition, % at 9.66 µM; actives 0.69% (n = 370,000); AID 1053197;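 active = inhibition above a cutoff: mean of compounds within the control limits plus 3 SD of those, cut at about 17% in these data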;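 note: 0% = plate median of compound wells and 100% = probe without SIAE protein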
DDE Tn6 FP inh: DD(E)-Tn6 binding inhibition, primary FP screen | P02675 | Fibrin DD(E) TRITC-Tn6 fluorescence polarization displacement | inhibition, % at 8.3 µM | actives 0.21% (n = 370,000) | AID 720509;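 active = inhibition above a per-campaign cutoff: mean of compounds within control limits plus 3 SD, cut at about 15% in these data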;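 note: 0% = median of all compound wells on the plate and 100% = blocking peptide control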
ADAM17 inh: inhibitors of human ADAM17; inhibition, % at 6.95 µM; recombinant ADAM17, EDANS/DABCYL FRET peptide cleavage; AID 720648; P78536; actives 0.83% (n = 370,000);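 active = inhibition above the mean of compounds lying between control limits plus 3 SD, set per campaign, cut at about 8.5% in these data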;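 note: 0% = DMSO-only wells as the low control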
Tn7 DDE FP: disrupts Tn7 cyclic peptide binding to fibrin D-Dimer-E complex. P02675. FP displacement of FITC-Tn7 peptide from fibrin DD(E); 0% = median of compound wells per plate. inhibition, % at 8.3 µM. actives 0.13% (n = 370,000). AID 720508;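 active = inhibition above the mean of compounds falling within the control limits plus 3 SD of them, cut at about 14% in these data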;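 note: 0% = plate median of compound wells and 100% = 10 µM Aha-Tn7 peptide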
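Assay system: Human fibrin DD(E) protein | Medium: Tris buffer with calcium and detergent, pH 7.8 | Reagent: 0.1 µM fluorescent Tn7 | Compound dosing: Single point at 8.3 µM | Times: 10 min preincubation, 3 h with tracer, room temperature | Detection: Fluorescence polarization of the labelled Tn7 tracer | Controls: Aha-Tn7 high control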
TDP2 absorb: TDP2 (human) inhibition, absorbance primary screen | O95551 | recombinant TDP2, T5PNP hydrolysis, p-nitrophenol absorbance 415 nm | inhibition, % at 12.8 µM | actives 0.34% (n = 370,000);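 active = inhibition above the mean of all tested compounds plus 3 SD, set per campaign, cut at about 25% in these data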;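 note: 0% = DMSO with enzyme and 100% = buffer with substrate but no TDP2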
Target sequence (O95551 whole entry, looked up): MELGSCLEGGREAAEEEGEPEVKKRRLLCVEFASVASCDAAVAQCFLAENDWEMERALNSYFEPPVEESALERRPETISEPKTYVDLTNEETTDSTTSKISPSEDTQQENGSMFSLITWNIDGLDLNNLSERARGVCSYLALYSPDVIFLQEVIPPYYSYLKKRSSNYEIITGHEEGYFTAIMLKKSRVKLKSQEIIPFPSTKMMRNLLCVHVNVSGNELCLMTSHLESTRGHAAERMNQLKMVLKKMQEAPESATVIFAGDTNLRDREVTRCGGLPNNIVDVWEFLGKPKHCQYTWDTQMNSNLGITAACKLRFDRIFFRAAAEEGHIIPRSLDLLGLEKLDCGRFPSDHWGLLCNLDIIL
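System – recombinant human TDP2 · Quantity – TDP2 enzyme at 120 nM final · Doses – single concentration, 12.8 µM nominal, with 1% DMSO · Incubation – 2 h at 37 °C · Measured by – epi absorbance of p-nitrophenol freed from T5PNP by hydrolysis · Read-out – % inhibition relative to enzyme-containing and enzyme-free wells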
ARFGAP1 inhibitor: rat ARFGAP1 inhibition | Q62848 | Arfgap1-stimulated ARF1 GTP hydrolysis, GDP FP detection | inhibition, % at 16.5 µM | actives 0.26% (n = 360,000);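 active = inhibition above a per-plate limit, mean inhibition of low control wells plus 3 SD, cut at about 25% in these data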;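 note: 0% = DMSO wells with enzyme and 100% = wells lacking Arfgap1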
Target sequence (Q62848 1-136 limits assumed): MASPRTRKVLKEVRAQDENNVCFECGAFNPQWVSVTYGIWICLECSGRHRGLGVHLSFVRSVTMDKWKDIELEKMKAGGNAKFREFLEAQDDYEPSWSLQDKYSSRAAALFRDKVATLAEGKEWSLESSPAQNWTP
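System: truncated rat Arfgap1 GAP domain / Benchmarks: high control wells lacking Arfgap1, low control full reaction with DMSO / Times: compound-enzyme preincubation 20 min, reaction 120 min, detection 60 min, 25 °C / Repeats: one replicate per compound / Also added: human ARF1(Δ1-17)-GTP substrate / Measured by: Tracer-displacement fluorescence polarization with EDTA stop, 620/688 nm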
PLCb3 inh: inhibitors of human phospholipase C beta3. Q01970. Purified PLC-beta3, fluorogenic substrate, fluorescence. inhibition, % at 12.2 µM. actives 0.18% (n = 370,000). AID 720704; in the data active = inhibition above about 11%;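 note: 0% = median of compound wells on plate and 100% = full blocker control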
The depositor's hits bear a star; i = inactive; . = not tested or not shown; & = joins results of further samples.

SIAE primary | ARFGAP1 inhibitor | PLCg1 inh | DDE Tn6 FP inh | Structure | PLCb3 inh | ASAP1 GAP inh | Tn7 DDE FP | ADAM17 inh | ADAM10 inh | TDP2 absorb
1 | 9 | 5 | -9 | C=CCN(C(=O)c1cccc(S(=O)(=O)N2CCN(C)CC2)c1)c1nc(-c2ccccc2)cs1 | -2 | 23 | -4 | 2 | 12 | 0
-1 | 6 | 8 | 2 | O=C(c1ccccc1F)N1CCN(c2cnn(-c3cccc(Cl)c3)c(=O)c2Cl)CC1 | 3 | -13 | -7 | 4 | 13 | -14
-3 | -3 | -80 | 7 | COc1cc(/C=N/N(CCO)C2=NS(=O)(=O)c3ccccc32)cc(OC)c1OC | -104 | -1 | -3 | 1 | -2 | 9
-2 | 2 | -4 | -7 | Cc1occc1-c1nnc(SCC(=O)Nc2nc(C(C)(C)C)cs2)o1 | -1 | -4 | -2 | -1 | 3 | 3
2 | -11 | 4 | -7 | O=C1CCCc2cc3c(cc21)CCCC3 | 3 | -1 | -1 | 1 | 7 | 6
6 | -5 | 1 | -1 | CC(=O)Nc1ccc(CN2CCCC(C(=O)c3ccc(C(F)(F)F)cc3)C2)cc1 (stereo not given) | -5 | -5 | 3 | -2 | -6 | 15
-6 | 6 | -1 | -4 | O=C(O)c1ccc([N+](=O)[O-])c2c1C(=O)c1ccccc1C2=O | -3 | 3 | 4 | -5 | -5 | -7
-1 | 5 | 2 | -3 | OCCCn1c(C2CCCN2c2nc(-c3ccc(Cl)cc3)cs2)nc2cc(C(F)(F)F)ccc21 (stereo not given) | 0 | -1 | -5 | 3 | 0 | -11
-4 | -2 | 2 | 7 | CC(=NNC(=O)c1cccc(S(=O)(=O)N2CCOCC2)c1)c1ccc(Cl)cc1 | -3 | 9 | -5 | 1 | -11 | 3
1 | . | 1 | 3 | COC(=O)C1CN(Cc2ccc(C)cc2)CCS(=O)(=O)N1Cc1cn(Cc2ccccc2)nn1 (stereo not given) | 2 | . | -5 | -1 | 3 | 3
-3&2 | -2&2 | 2&-2 | -1&-3 | CN(C)CCOC(c1ccc(Cl)cc1)c1ccccn1 (stereo not given) | 2&1 | 8&4 | 3&-4 | -3&-5 | -10&-10 | -4&-3
-8 | 10 | 0 | -10 | Nc1nonc1-c1nc2ccccc2n1CC(=O)Nc1ccccc1 | -6 | -13 | -9 | 1 | -6 | 6
-4 | 4 | -2 | -1 | O=C(OCC(=O)N1CCCC1=O)C1CCN(S(=O)(=O)c2c(Cl)cccc2Cl)CC1 | -3 | -3 | -3 | -6 | 2 | 14
2 | 0 | 1 | -5 | CN(C(=O)COC(=O)c1cccc(S(=O)(=O)N2CCCCC2)c1)C1CCS(=O)(=O)C1 (stereo not given) | 1 | -1 | 6 | -4 | -11 | -2
-2 | 1 | 4 | -4 | CC(NC(=O)CS(=O)(=O)c1ccccc1)c1ccccc1 (stereo not given) | -6 | -15 | 9 | -6 | 9 | -12
8 | 5 | -31 | 1 | CCCCCCOC(=O)C(C#N)c1nc2ccccc2nc1N1CCN(C)CC1 (stereo not given) | -45 | 7 | -3 | -8 | -34 | -8
6 | -5 | -13 | 7 | Cc1cc(C(=O)CSC(C)c2nc3ccccc3c(=O)[nH]2)c(C)n1C (stereo not given) | -15 | -10 | 1 | -3 | -7 | 4
1 | -3 | 4 | 2 | Cc1nnc(-c2cnn(C)c2N)n1Cc1cccc(Cl)c1 | 1 | 3 | -1 | -3 | -5 | 2
13 | -6 | 0 | -6 | CC(=O)c1c(C)oc2ccc(N(C(=O)c3ccncc3)S(=O)(=O)c3ccccc3)cc12 | -7 | 7 | -1 | -2 | 2 | 6
7 | -4 | 1 | -2 | OCCN1CCN(CC(O)COc2ccc(Cl)cc2)CC1 (stereo not given) | 3 | 1 | -4 | -6 | -8 | 14
2 | 7 | 1 | -10 | COc1ccc(C(=O)NC2CC2)cc1OC1CCN(Cc2cc(C)c(C)cc2C)CC1 | -3 | 4 | -11 | 1 | 8 | -9
-4 | 0 | -14 | -1 | Cn1c(C2CCCCC2)nc2cc(N)ccc21 | -23 | -6 | -4 | 3 | -1 | -10
-1 | -1 | 1 | 5 | COc1cc(C2C(C(=O)c3ccco3)=C(O)C(=O)N2CC2CCCO2)ccc1O (stereo not given) | 3 | -7 | 4 | 3 | 6 | -2
-4 | 0 | -1 | 4 | O=S(=O)(c1ccccc1)N1CCN(S(=O)(=O)c2ccc(F)cc2)CC1 | -7 | 1 | 4 | -5 | 4 | 13
-4 | 0 | -2 | 7 | CCN(CC)C(=S)Nc1ccc(OC)cc1 | 1 | 4 | 6 | 0 | 8 | -9
-8 | . | -3 | 3 | Cc1ccccc1CN1CCCCC(NC(=O)c2ccc(COc3ccccc3)cc2)C1=O (stereo not given) | -2 | . | 2 | 1 | 5 | 7
1 | -6 | -5 | 7 | CCCn1c2ccccc2c2nnc(SCC(=O)Nc3ncccn3)nc21 | -6 | 3 | -5 | -1 | -3 | 6
-5 | 3 | 0 | -2 | COc1cc(C=O)ccc1OCCSc1ccc(C)cc1 | 0 | 4 | 2 | 0 | 7 | -10
-25 | 14 | 3 | 2 | COc1cc(NC(=O)c2ccc(-c3cccc([N+](=O)[O-])c3)o2)ccc1NC(=O)C(C)C | -7 | 12 | -2 | 0 | -1 | 0
0 | -4 | -1 | -1 | CC(C)(C)c1csc(NC(=O)c2cccnc2Cl)n1 | -8 | 5 | 2 | -1 | 0 | 7
-7 | 1 | -6 | -8 | CC(C)CSc1oc(-c2ccco2)nc1S(=O)(=O)c1ccccc1 | -15 | 10 | -6 | 4 | -6 | -10
20* | 2 | -46 | 4 | Oc1ccc(Nc2ccc3ccccc3c2)cc1 | -68 | 6 | -1 | -2 | -15 | -12
8 | 10 | i | -15 | Cc1cc(C)c2c(N)c(-c3nc4ccccc4[nH]3)sc2n1 | i | -2 | -12 | -216 | i | 2
-2 | -10 | 2 | 2 | CC(=O)OCCc1c(C)nc2nc[nH]n2c1=O | 4 | 9 | 3 | -3 | -2 | -2
3 | 0 | 0 | -6 | Cc1ccc2nc(N/N=C\c3ccc([N+](=O)[O-])o3)nc(-c3ccccc3)c2c1 | -1 | -4 | -2 | -2 | -5 | 7
6 | -2 | 2 | 4 | S=c1[nH]nc(-c2n[nH]c3c2CCC3)n1/N=C/C=C/c1ccccc1 | -5 | -3 | 4 | -1 | 6 | -3
4 | 2 | 2 | 5 | C=CCn1c(NCc2ccccc2O)nc2ccccc21 | -10 | 5 | 3 | -2 | 3 | -2
-7 | 9 | -2 | 10 | C=CCNC(=O)c1c(Cl)nc(C)c([N+](=O)[O-])c1C | -5 | -2 | -8 | 1 | -5 | 11
-2 | -9 | -4 | 5 | NC(=O)C1(NC(=O)[C@@H]2CC3(CC(c4cccc(NC(=O)[C@@H]5CCC(=O)N5)c4)=NO3)CN2C(=O)Cc2ccc(C(F)(F)F)cc2)CC1 (stereo not given in full) | 0 | -3 | -1 | -2 | 3 | 3
-7 | 13 | -1 | 0 | CCOC(=O)C(=O)N(CC)C1CCS(=O)(=O)C1 (stereo not given) | -8 | 7 | 6 | -8 | -17 | -9
-427 | 13 | -61 | -19 | CN1/C(=C\C=C2/SC(=S)N(CC(=O)O)C2=O)C(C)(C)c2ccccc21 | -66 | 3 | -70 | -2 | -8 | -7
-4 | -11 | 1 | 4 | CC(C)(C)N(Cc1ccccc1)C(=O)COC(=O)[C@@H]1CCCN1C(=O)c1cccs1 | -5 | -1 | 0 | 0 | -4 | -6
-3 | 8 | 2 | 3 | CC(C)(CSc1nncn1N)NS(=O)(=O)c1ccc(Cl)cc1 | 4 | 1 | -6 | -1 | 7 | 1
0 | -1 | -1 | -2 | CC(C)C(NC(=O)c1ccc([N+](=O)[O-])cc1Cl)C(=O)N1CCCC1 (stereo not given) | -5 | 1 | 2 | -3 | -13 | -4
1 | -1 | 7 | 1 | CCOc1cc(C(=S)N2CCOCC2)ccc1OC(=O)/C=C/c1ccc(OC)c(OC)c1 | 1 | 2 | -8 | 1 | -12 | 2
-15 | -3 | 6 | -2 | CCOc1ccc(OCCSc2ccc(S(=O)(=O)N3CCN(C)CC3)cn2)cc1 | -4 | -2 | -2 | 0 | 7 | -7
-6 | 0 | 9 | -2 | COc1ccc(OC)c(S(=O)(=O)Nc2cccc(F)c2)c1 | 0 | 10 | 8 | -6 | -12 | -12
9 | -3 | 2 | -4 | CCN1CCN(C2=C(NS(=O)(=O)c3ccc(Br)cc3)C(=O)c3ccccc3C2=O)CC1 | -7 | 5 | -5 | 3 | 1 | 28*
2 | -12 | 3 | 0 | CON(C)S(=O)(=O)c1cccc(C(=O)NC2CCSc3ccccc32)c1 (stereo not given) | 0 | 4 | 2 | 2 | 1 | 9
-5 | 13 | 2 | 6 | CC(C)CCNC(=O)CCc1nnc2n(CCCOC(C)C)c(=O)c3ccccc3n12 | 5 | -8 | 5 | -3 | 9 | 0

Next part; it opens with the 2 that closed the last part.
SIAE primary | ARFGAP1 inhibitor | PLCg1 inh | DDE Tn6 FP inh | Structure | PLCb3 inh | ASAP1 GAP inh | Tn7 DDE FP | ADAM17 inh | ADAM10 inh | TDP2 absorb
2 | -12 | 3 | 0 | CON(C)S(=O)(=O)c1cccc(C(=O)NC2CCSc3ccccc32)c1 (stereo not given) | 0 | 4 | 2 | 2 | 1 | 9
-5 | 13 | 2 | 6 | CC(C)CCNC(=O)CCc1nnc2n(CCCOC(C)C)c(=O)c3ccccc3n12 | 5 | -8 | 5 | -3 | 9 | 0
5 | 2 | -271 | -1 | CCCNC(=O)c1cn(CC)c2cc(N3CCN(C(=O)c4ccco4)CC3)c(F)cc2c1=O | -424 | -9 | -5 | -151 | -499 | 0
2 | -8 | -95 | 3 | Oc1ccc2ccccc2c1C=NCc1cn2ccsc2n1 | -149 | -6 | -9 | -76 | -181 | 9
9 | -3 | -3 | -5 | Cn1c(=O)c2c(nc(CN3CCN(C(=O)c4ccco4)CC3)n2CCCc2ccccc2)n(C)c1=O | -7 | 16 | 1 | -2 | -12 | -1
-10 | 4 | 1 | 4 | COc1ccc(NC(=O)COC(=O)CCNS(=O)(=O)c2ccccc2)cc1OC | 1 | 7 | 3 | 3 | 14 | -2
-2 | -9 | 2 | 1 | Cc1cc2c3ccccc3[nH]c(=O)n2n1 | -1 | -10 | 3 | -3 | -10 | 0
